FBW7 act: human FBW7 E3 ligase activation, primary screen | AlphaScreen FBW7–phospho-cyclin E peptide binding, activator screen | normalized activity (activation), % at 26.1 µM | 650,000 tested, 0.13% active | AID 1259310; in the data active = normalized activity above about 1.9%;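 also: purified mutant Fbw7 with reduced substrate affinity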
GPR151 ag: human GPR151 activation; 650,000 tested, 1% active; PathHunter beta-arrestin GPR151 cells, luminescence; activation, % at 11.2 µM; in the data active = activation above about 4.9%;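 also: 0% = median of compound wells and 100% = cells with positive control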
Target sequence (Q8TDV0 whole entry, looked up): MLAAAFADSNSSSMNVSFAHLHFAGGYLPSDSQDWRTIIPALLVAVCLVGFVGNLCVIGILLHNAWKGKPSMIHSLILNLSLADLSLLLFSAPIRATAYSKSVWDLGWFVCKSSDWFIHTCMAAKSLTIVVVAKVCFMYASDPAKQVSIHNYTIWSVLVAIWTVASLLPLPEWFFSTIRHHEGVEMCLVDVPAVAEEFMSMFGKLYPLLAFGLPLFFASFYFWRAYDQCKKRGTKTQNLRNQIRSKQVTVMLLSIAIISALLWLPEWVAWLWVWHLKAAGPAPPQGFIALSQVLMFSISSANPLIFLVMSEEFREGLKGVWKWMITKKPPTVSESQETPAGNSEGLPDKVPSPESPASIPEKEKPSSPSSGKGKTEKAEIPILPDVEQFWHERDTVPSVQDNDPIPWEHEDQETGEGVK
TEAD-YAP block: TEAD-YAP interaction inhibition; AID 1259422; 640,000 tested, 1.4% active; HEK-TIYL cells, TEAD-Gal4/YAP UAS-luciferase luminescence; inhibition, % at 9.12 µM; in the data active = inhibition above about 32%;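 also: 0% = median of test compound wells and 100% = reference inhibitor wells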
MITF inh: blocks human microphthalmia-associated transcription factor | AlphaScreen MITF homodimerization, bead proximity signal | inhibition, % at 2.6 µM | 650,000 tested, 0.91% active | AID 1259374; in the data active = inhibition above about 50%;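 also: 0% = vehicle wells with protein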
Target sequence (O75030 whole entry, looked up): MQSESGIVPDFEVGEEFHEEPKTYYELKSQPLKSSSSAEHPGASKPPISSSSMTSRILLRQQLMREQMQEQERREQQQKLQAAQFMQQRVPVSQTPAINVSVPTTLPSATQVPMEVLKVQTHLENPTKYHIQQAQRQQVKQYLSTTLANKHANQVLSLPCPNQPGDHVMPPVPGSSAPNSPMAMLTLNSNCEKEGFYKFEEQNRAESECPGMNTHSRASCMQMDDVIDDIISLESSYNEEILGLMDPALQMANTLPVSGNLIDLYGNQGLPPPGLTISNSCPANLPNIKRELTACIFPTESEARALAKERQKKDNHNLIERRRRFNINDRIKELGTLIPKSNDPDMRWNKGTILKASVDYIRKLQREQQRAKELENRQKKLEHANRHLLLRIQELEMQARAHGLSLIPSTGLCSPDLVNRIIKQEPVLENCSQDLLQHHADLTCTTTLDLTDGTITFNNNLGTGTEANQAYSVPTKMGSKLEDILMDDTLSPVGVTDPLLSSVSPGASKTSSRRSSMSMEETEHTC
Numbers without * were called inactive.

Sequence of screens – TEAD-YAP block, GPR151 ag, FBW7 act, MITF inh
1: COc1ccccc1NC(=O)C1CC12CCN(Cc1cnc(-c3ccccc3)s1)CC2 (centres undefined)
  -1, 0.3, -0.2, 5
2: COc1ccc(CCn2c(-c3ccc(Br)cc3)csc2=Nc2ccc(F)cc2)cc1OC
  13, 0.3, -0.1, 10
3: COc1ccc(C2(C(=O)Nc3c(C)n(C)n(-c4ccccc4)c3=O)CCCC2)cc1OC
  14, -1.6, 0.2, -27
4: CC1CCCC(C)N1C(=O)COC(=O)C1CC1 (centres undefined)
  -1, -1.1, -0.1, -2
5: c1ccc(CN2CCC(Nc3nc(-c4ccccc4)nc4c3ncn4C3CCCCC3)CC2)cc1
  6, -0.3, 0.0, 19
6: O=C(NC1CC1)c1csc2c1CCCC2
  -7, 0.6, 0.1, 0
7: O=C(NCc1cccnc1)C(CCO)Sc1nc2sc3c(c2c(=O)[nH]1)CCCC3 (centres undefined)
  4, 1.0, -0.1, -11
8: CC1CCCN(C2CCC(=O)N(CCOc3ccc(F)cc3)CC2)C1 (centres undefined)
  1, 2.0, -0.1, -1
9: COc1cccc(/C=N/NC(=O)c2ccccn2)c1
  -6, -6.7, 0.0, 8
10: O=C(NC(c1ccccc1)c1cnccn1)C1CCN(C(=O)Cc2ccc(Cl)cc2)CC1 (centres undefined)
  3, -0.9, -0.3, -6

The closing 4 records of the section before lead into the next.
Sequence of screens – TEAD-YAP block, GPR151 ag, FBW7 act, MITF inh
7: O=C(NCc1cccnc1)C(CCO)Sc1nc2sc3c(c2c(=O)[nH]1)CCCC3 (centres undefined)
  4, 1.0, -0.1, -11
8: CC1CCCN(C2CCC(=O)N(CCOc3ccc(F)cc3)CC2)C1 (centres undefined)
  1, 2.0, -0.1, -1
9: COc1cccc(/C=N/NC(=O)c2ccccn2)c1
  -6, -6.7, 0.0, 8
10: O=C(NC(c1ccccc1)c1cnccn1)C1CCN(C(=O)Cc2ccc(Cl)cc2)CC1 (centres undefined)
  3, -0.9, -0.3, -6
11: COc1ccc(-c2csc(NC(C)=O)n2)cc1OC
  -8, 0.2, -0.1, -11
12: CCOC(=O)c1c(C)n(CCOc2ccc(-c3ccccc3)cc2)c2ccc(O)cc12
  11, 0.4, -0.1, 21
13: COc1cc(C2C3=C(CC(C)(C)CC3=O)OC3=C2C(=O)CC(C)(C)C3)cc(OC)c1OC(C)=O
  -4, 0.7, 0.1, 8
14: Cc1ccccc1Nc1sc(C(=O)c2cccc([N+](=O)[O-])c2)c(N)c1C(=O)NCc1ccc(Cl)cc1
  1, 1.2, -0.1, -9
15: COc1ccc(/C=N/NC(=O)CCCCCNC(=O)c2ccccc2)cc1
  -3, -0.2, 0.1, -17
16: COc1ccccc1N1CCN(C2CCCN(C(=O)/C=C/c3ccccn3)C2)CC1 (centres undefined)
  -4, -0.9, -0.1, -7
17: Cc1nnc(SCC(=O)Nc2ccc3c4c(cccc24)CC3)n1C
  14, -2.7, 0.3, 19
18: Cc1ccc(S(=O)(=O)NC2(C(F)(F)F)NC(=O)N(c3ccc(Cl)cc3)C2=O)cc1 (centres undefined)
  -5, -0.2, 0.0, -1
19: Cc1onc(-c2ccccc2)c1C1=N/C(=C\C=C\c2ccccc2)C(=O)O1
  2, 0.3, -0.2, -1
20: C/C(=N\NS(=O)(=O)c1ccccc1)c1ccc(C)c(C)c1
  -12, 0.2, -0.1, -22

(list continues)
Sequence of screens – TEAD-YAP block, GPR151 ag, FBW7 act, MITF inh
21: CC(=O)Oc1ccc2c(C)c(Cl)c(=O)oc2c1
  -6, -1.0, 0.2, 12
22: COc1ccc(Br)cc1CN1CCN(C(=O)c2ccccc2F)CC1
  -3, -2.6, 1.0, 65*
23: O=C(Nc1nnc(SCC(=O)N2CCCCC2)s1)c1c(F)cccc1F
  1, -0.9, 0.0, 12
24: Clc1cc(Cl)c2c(c1)C1C=CCC1C(c1cccc(Cl)c1Cl)N2 (centres undefined)
  5, 0.6, -0.1, -5
25: CCc1ccc(OCc2nnc(SCC(N)=O)n2Cc2ccccc2)cc1
  1, 2.6, 0.2, 15
26: CSc1cccc(CN2CCN3C(=O)[C@@H](CO)NC(=O)[C@H]3C2)c1
  -2, 0.1, -0.3, 1
27: COCCN(CCOC)c1cc(-c2ccccc2)ncn1
  -25, -1.5, 0.7, 9
28: CNc1ncnc2c1C(c1ccccc1)c1c(NC)ncnc1O2
  -7, 0.7, 0.1, -1
29: CN(C)c1nc(N)c2c(ncn2C)n1
  -7, -0.8, -0.1, -4
30: Cc1onc(-c2ccccc2)c1CNC(=O)C1CCC1
  3, 3.4, -0.2, -6

Among those listed so far, nine have an aryl methoxy group.
Sequence of screens – TEAD-YAP block, GPR151 ag, FBW7 act, MITF inh
1: COc1ccccc1NC(=O)C1CC12CCN(Cc1cnc(-c3ccccc3)s1)CC2 (centres undefined)
  -1, 0.3, -0.2, 5
2: COc1ccc(CCn2c(-c3ccc(Br)cc3)csc2=Nc2ccc(F)cc2)cc1OC
  13, 0.3, -0.1, 10
3: COc1ccc(C2(C(=O)Nc3c(C)n(C)n(-c4ccccc4)c3=O)CCCC2)cc1OC
  14, -1.6, 0.2, -27
9: COc1cccc(/C=N/NC(=O)c2ccccn2)c1
  -6, -6.7, 0.0, 8
11: COc1ccc(-c2csc(NC(C)=O)n2)cc1OC
  -8, 0.2, -0.1, -11
13: COc1cc(C2C3=C(CC(C)(C)CC3=O)OC3=C2C(=O)CC(C)(C)C3)cc(OC)c1OC(C)=O
  -4, 0.7, 0.1, 8
15: COc1ccc(/C=N/NC(=O)CCCCCNC(=O)c2ccccc2)cc1
  -3, -0.2, 0.1, -17
16: COc1ccccc1N1CCN(C2CCCN(C(=O)/C=C/c3ccccn3)C2)CC1 (centres undefined)
  -4, -0.9, -0.1, -7
22: COc1ccc(Br)cc1CN1CCN(C(=O)c2ccccc2F)CC1
  -3, -2.6, 1.0, 65*

Next results
Sequence of screens – TEAD-YAP block, GPR151 ag, FBW7 act, MITF inh
31: COc1ccc(NC(=O)C(=O)Nc2cccc3cccnc23)c(OC)c1
  -15, 0.1, 0.4, 13
32: CC(C)c1ccc(N(CC(=O)Nc2ccc(C(N)=O)cc2)S(C)(=O)=O)cc1
  -28, 0.0, 0.1, 9
33: O=C(CNCCO)Nc1ccc(I)cc1
  -6, 2.9, -0.1, 2
34: Cc1ccc(C2=NN(c3nc(-c4ccc(NS(=O)(=O)c5ccc(C)cc5)cc4)cs3)C(c3ccc(Cl)cc3)C2)cc1 (centres undefined)
  0, 0.5, -0.1, 12
35: CC(NC(=O)COc1ccc(Oc2ccccc2)cc1)C(=O)O (centres undefined)
  2, -0.2, 0.2, 24
36: CC(=O)N=NC(=O)c1ccc2c(O)n(C)c(O)c2c1
  13, 1.7, 0.9, 12
37: O=C(NCCc1ccccc1)c1nnc(-c2ccncc2)o1
  -20, 1.2, -0.2, 1
38: CN(C)CC(O)COc1cccc2ccccc12 (centres undefined)
  18, -0.6, 0.0, 14
39: Cc1cc(C)c(NC(=O)c2cc3c(C)nn(-c4ccccc4)c3s2)c(C)n1
  -18, 0.9, -0.2, -5
40: CCN(CC)c1ccc(/C=c2\sc3nnc(-c4ccc(C)cc4)n3c2=O)cc1
  2, 1.5, 0.3, -4

(list continues)
Sequence of screens – TEAD-YAP block, GPR151 ag, FBW7 act, MITF inh
41: Cn1c(SCC(=O)Nc2ccccc2Cl)nnc1-c1ccccc1N
  7, 2.5, 0.1, -7
42: CCCCN(C)CCCN(Cc1ccco1)C(=S)Nc1cc(Cl)ccc1C
  17, 1.4, -0.3, 7
43: CCOC(=O)c1nnn(-c2nonc2N)c1CSc1nc2ccc(OCC)cc2s1
  1, -0.3, 0.1, 12
44: CC(NC(=O)CSc1nc2ccc(NC(=O)c3ccc(Br)cc3)cc2s1)c1ccccc1 (centres undefined)
  4, -0.3, 0.0, 11
45: CCCCn1c(CNC(=O)c2ccc(Cl)cc2Cl)nnc1SCC(=O)Nc1sc(C(=O)OCC)c(C)c1C(=O)OCC
  -6, -2.3, 0.0, 7
46: O=C(NCc1nc(-c2ccncc2)n[nH]1)c1ccc(F)cc1F
  7, -1.0, 0.1, 6
47: COc1ccc2[nH]c3c(c2c1)CCNC3CC(=O)O (centres undefined)
  -9, 2.3, 0.0, -8
48: CCc1ccccc1-n1c(SCc2cc(=O)n3ccccc3n2)nc2n[nH]c(C)c2c1=N
  -44, -0.4, -0.1, 9
49: COc1ccc(CCN=C2SCC(=O)N2Cc2ccccc2)cc1OC
  -1, -0.9, 0.0, -10
50: CCOC(=O)c1sc(NC(=O)c2nc3nc(C)cc(C(F)F)n3n2)c(C#N)c1C
  -3, 1.4, 0.1, -10

Entries by screen from the list:
FBW7 act, compounds 41 to 45: 0.1, -0.3, 0.1, 0.0, 0.0

Next part
Sequence of screens – TEAD-YAP block, GPR151 ag, FBW7 act, MITF inh
51: c1ccc(Nc2cc(-c3ccccc3)ncn2)cc1
  -30, -1.0, 0.1, 5
52: COc1ccc(C(=O)N2CCN(c3ccc4nnc(-c5ccccc5)n4n3)CC2)cc1OC
  -4, -0.5, 0.0, -5
53: O=S(=O)(Cc1ccccc1)Nc1noc2ccccc12
  -4, -1.8, 0.4, 6
54: COC(=O)c1ccc(OCc2ccc(Cl)nc2)cc1
  -51, -2.6, -0.1, -1
55: CCN(CC)c1nc(C)nc2sc(C(=O)Nc3cccc(OC)c3)c(C)c12
  -11, -0.4, 0.3, 16
56: CCn1c(C(=O)O)c(CNCc2ccccc2Br)c2ccc(OC)cc21
  -6, -1.1, 0.1, 8
57: CN1CCN(/N=C/C2=C(O)CC(c3ccccc3)CC2=O)CC1 (centres undefined)
  0, 0.5, -0.2, -9
58: Cc1cccc(-n2cc(-c3ccccc3)c3c(NC4CCCC4)ncnc32)c1
  -3, -1.1, 0.2, 15
59: Nc1ccc(-c2nc3ccccc3n2CCOc2ccccc2)cc1
  -29, -1.1, 0.8, 2
60: COc1ccc(CC(=O)NCc2ccncc2)cc1OC
  8, 1.3, 0.0, 13

Further records
Sequence of screens – TEAD-YAP block, GPR151 ag, FBW7 act, MITF inh
61: CN1CCN(c2ncn(-c3ccc(Nc4nccc(-c5cc(C#N)cc(N6CCCC(O)C6)c5)n4)cc3)n2)CC1 (centres undefined)
  62*, 0.9, 0.0, -11
62: CCOc1ccc(N2C(=O)C3CCCCC3C2=O)cc1 (centres undefined)
  13, 0.4, 0.3, 13
63: CCN1CCN(C(=S)Nc2ccc(OC)cc2OC)CC1
  9, 0.6, 0.0, 18
64: O=C(c1nc(-c2cccnc2)no1)N1CCN(Cc2ccc3c(c2)OCO3)CC1
  -3, -1.3, -0.3, -14
65: COc1ccc(Cl)cc1S(=O)(=O)N1CCCC(CNC(=O)c2ccco2)C1 (centres undefined)
  5, -1.0, 0.1, 1
66: CCOC(=O)/C(C#N)=N\Nc1cc(C(N)=O)cc(C(N)=O)c1
  3, 0.7, -0.1, -6
67: CC(NC(=O)c1ccc(=O)[nH]c1)c1ccccc1 (centres undefined)
  -4, 1.3, 0.7, 16
68: CCOc1ccccc1NC(=O)COc1ccc(Br)cc1
  1, 0.5, 0.2, 5
69: CC(C1CC2CCC1C2)N1C(=O)NC(=O)C1=O (centres undefined)
  5, -0.2, 0.3, 12
70: CCOc1ccc(-c2csc(NC(=O)c3ccc(S(=O)(=O)N(CCOC)CCOC)cc3)n2)cc1
  4, 0.4, -0.1, -1

Next entries
Sequence of screens – TEAD-YAP block, GPR151 ag, FBW7 act, MITF inh
71: O=C(COc1ccc(Br)cc1)Nc1cccc(F)c1
  -64, -1.4, 0.1, 7
72: Cc1ccccc1N1C(=O)C2C3C=CC(C3=C3CCCC3)C2C1=O (centres undefined)
  3, 0.8, 1.8, 6
73: COc1ccccc1NC(=O)c1c(O)c2cccc3c2n(c1=O)CCC3
  7, 0.9, -0.1, 15
74: CCCNc1nc(-c2cccc(C(C)=O)c2)nc2c1ncn2-c1ccsc1
  7, 3.3, -0.1, 10
75: CCOC(=O)C1=C(C)NC(=S)NC1c1cc2c(cc1Cl)OCO2 (centres undefined)
  11, 1.8, -0.1, 9
76: COC(=O)C(NC(=O)c1cccc(C)c1)(Nc1cc(C)ccn1)C(F)(F)F (centres undefined)
  7, 1.2, 0.6, 16
77: O=C(NNC(=O)c1cccs1)c1cccnc1
  -1, -0.8, 0.1, 11
78: O=C1CN(c2ccccc2NC(=O)NCCCc2ccccc2)CCN1
  11, -0.7, -0.2, 2
79: Cn1c2c(c(=O)n(C)c1=O)C(c1ccc(Br)cc1)Nc1ccccc1O2 (centres undefined)
  4, 0.8, -0.1, 4
80: O=c1oc2ccccc2n1CCCOc1ccccc1Cl
  -61, 0.8, 0.2, 1

Following part.
Sequence of screens – TEAD-YAP block, GPR151 ag, FBW7 act, MITF inh
81: COc1ccc(CNC(=O)c2ccccc2O)cc1
  2, 1.6, 0.0, 8
82: COc1ccc(-n2nc(C(=O)NCC(=O)N(C)CCc3ccccn3)c3ccccc3c2=O)c(OC)c1
  -2, 0.7, 0.1, 2
83: Fc1cccc(-c2nnc(SCc3ccccc3Cl)n2-c2ccccc2)c1
  -7, 1.3, 0.1, 10
84: COc1cccc(CN2CCN(Cc3cccc(F)c3)CC2)c1OC
  -5, -1.0, -0.1, 66*
85: CCN(CC(=O)Nc1cccc(OC)c1)CC(=O)Nc1ccc(Br)c(C)c1
  10, -0.2, -0.1, -9
